# ER stress surv: ER stress cell death inhibition; CSM14.1 thapsigargin ER stress survival, ATP luminescence; relative survival (cellular ATP), % at 15 µg/mL (by protocol); actives 0.33% (n = 48,000); AID 1010;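 active = survival measured by cellular ATP above 50% at 15 µg/ml in the first screen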;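 also: cell death triggered by about 15 µM thapsigargin; ATP read 24 h after thapsigargin was added; plate controls were thapsigargin with DMSO for no effect and DMSO without thapsigargin for full effect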
# Starred values were filed as active, the others as inactive. An excerpt (hit frequency here may not be typical).
# Sample of the layout:
SMILES,ER stress surv
CC(Oc1ccccc1)C(=O)N1CCN(Cc2ccccc2)CC1 (configuration not stated),3
N#Cc1c2ncn(CC(=NO)c3ccccc3)c(=O)c2c2n1CCC2,8
CCCOC(=O)C1=C(C)NC2=C(C(=O)CC(C)(C)C2)C1c1cccc(F)c1 (configuration not stated),12

# The whole of this part (from the top)
SMILES,ER stress surv
CC(Oc1ccccc1)C(=O)N1CCN(Cc2ccccc2)CC1 (configuration not stated),3
N#Cc1c2ncn(CC(=NO)c3ccccc3)c(=O)c2c2n1CCC2,8
CCCOC(=O)C1=C(C)NC2=C(C(=O)CC(C)(C)C2)C1c1cccc(F)c1 (configuration not stated),12
OCc1nc2ccccc2n1Cc1ccccc1F,2
COc1ccc(/C=N\NC(=O)c2ccc(S(=O)(=O)c3ccc(C(=O)N/N=C\c4ccc(OC)cc4)cc3)cc2)cc1,9
COc1ccc2c(Cl)c(C(=O)Nc3ccc(N4CCOCC4)cc3)sc2c1,2
COC(=O)c1cc(NC(=O)c2ccc3c(c2)OCO3)cc(C(=O)OC)c1,2
C=C(Br)Cn1c(C(C)O)nc2ccccc21 (configuration not stated),2
O=C(NOC(=O)c1ccc(Br)cc1)c1ccc(Cl)cc1,10
Cc1ccccc1N(CC(=O)N1CCc2ccccc2C1)S(C)(=O)=O,4
COc1ccc(N2C(=O)CSC23C(=O)Nc2ccccc23)cc1 (configuration not stated),8
COc1c(Cl)cc(/C=C2/SC(=S)NC2=O)cc1Cl,2
CCOc1ccc(C(=O)Nc2ccc(I)cc2Cl)cc1,2
O=C(Nc1ccc(F)cc1)/C(=C\c1cccs1)NC(=O)c1ccccc1,0
COc1ccc(-c2nnc(Nc3ccccc3)c3ccccc23)cc1,16
O=C(COc1ccccc1)Nc1ccc(O)c(-c2nc3ccccc3s2)c1,8
CCCCOc1ccc(NC(=O)C2CC(=O)N(c3ccc(C)cc3)C2)cc1 (configuration not stated),0
CC(=O)Nc1ccc(S(=O)(=O)N2c3cc(C)ccc3C(C)=CC2(C)C)cc1,9
CN(C)C(=S)NC(=O)C12CC3CC(C)(CC(C)(C3)C1)C2,1
CCOC(=O)c1c(N)c(C#N)c(C)n1-c1ccc(Cl)cc1,0
Nc1c(C(=O)C2CC2)sc2nc3c(cc12)CCC3,6
CCOC(=O)N1CCN(C(=O)c2ccc(I)cc2)CC1,1
COc1ccc(OCC(=O)N2c3ccccc3Sc3ccc(C(F)(F)F)cc32)cc1,11
Cc1cccnc1NC(=O)COc1ccc2ccccc2c1,-2
CCOC(=O)c1c(NC(=O)C(C(C)C)N2C(=O)c3ccccc3C2=O)sc(C)c1C (configuration not stated),-5
CC1(C)C(c2ccccc2)=NC(c2ccc(C(F)(F)F)cc2)N1O (configuration not stated),-5
Cc1cccc(NC(=O)c2ccc(-c3ccccc3)cc2)c1,1
Cc1ccccc1OCC(=O)O/N=C(\N)c1ccc(Br)cc1,-1
Cc1ccc(/C=C/C(=O)Nc2ccccc2Br)o1,-6
O=C(/C=C/Nc1ccccc1O)C(F)(F)F,-31
COc1cc(/C=N/NC(N)=O)ccc1O,3
CN(C)S(=O)(=O)c1ccc(C(=O)Nc2ccc(F)cc2F)cc1,8
COc1ccc(-c2cc(C(F)(F)F)n3ncc(C(=O)O)c3n2)cc1,0
CCOc1ccc(/C=N/NC(=O)c2cc(C3CC3)[nH]n2)cc1,9
COc1ccc(NC(=O)C2=C(C)NC(=S)NC2c2c(OC)ccc3ccccc23)cc1 (configuration not stated),8
COc1ccc(-c2nnc(-c3ccc(Cl)cc3)o2)cc1OC,1
Cc1ccc2ncnc(Nc3ccc(Cl)cc3)c2c1,-2
CSc1nsc(SC)c1NC(=O)OC1CCCCC1,8
Cc1cccc(N2C(=O)NC(=O)/C(=C/c3ccc(F)cc3)C2=O)c1,7
Cc1ccnc(NC(=O)c2ccc(C)o2)c1,-2
Cc1cc(C)nc(NC(=O)Nc2ccc(Cl)cc2)c1,5
CC1=NNC(=O)C1CC(=O)N/N=C/c1ccccc1 (configuration not stated),2
CC(C)COc1ccc(C(=O)Nc2ccc(Br)cc2)cc1,2
O=C(/C=C/c1cn(Cc2ccccc2)c2ccccc12)c1ccc(Cl)cc1,-2
O=C(N=Nc1c(O)n(CN2CCOCC2)c2ccccc12)c1ccccc1Cl,8
CCOC(=O)C1=C(C)N=c2s/c(=C\c3ccc(C)o3)c(=O)n2C1c1ccc(SC)cc1 (configuration not stated),4
CC(C)(C)c1ccc(/C=C/C(=O)NCCCN2CCOCC2)cc1,-13
Clc1cccc(OCCN2CCOCC2)c1Cl,2
Cc1ccc(-c2c(C)n([O-])c3c([n+]2=O)CCC3)cc1,-1
CC1(C)C(C=C(Cl)Cl)C1C(=O)Nc1cccc2ccccc12 (configuration not stated),11
Cc1c(NC(=O)c2cccc3c2C(=O)c2cc(I)ccc2-3)c(=O)n(-c2ccccc2)n1C,13
NC1=NC(=O)/C(=C\c2ccc(-c3ccc(C(=O)O)cc3)o2)S1,4
O=[N+]([O-])c1ccccc1/C=N/N/C(=N/c1ccccn1)c1ccccn1,-3
COc1ccc(-n2c(O)c(/C=C3/C(C)=Nc4ccccc43)c(=O)[nH]c2=O)cc1,-3
COc1ccc(/C=C(\NC(=O)c2ccc([N+](=O)[O-])cc2)C(=O)NCCCn2ccnc2)cc1,-2
CCN(CC)S(=O)(=O)c1ccc(Cl)c(C(=O)Nc2ccccc2C(=O)O)c1,-7
O=C(O)C1C2CCC(O2)C1C(=O)NCc1ccc(F)cc1 (configuration not stated),-1
Cc1cccc(NCc2ccc3c(c2)OCO3)c1,-5
CCCC(C)NC(=O)c1ccc(Cl)cc1Cl (configuration not stated),-8
CC(C)(C)C(=O)Nc1ccc(C(=O)Nc2cccc(O)c2)cc1,4

# Carrying on:
SMILES,ER stress surv
COc1ccc(N2C(=O)/C(=C\c3ccc(OC)cc3OC)N=C2c2ccccc2)cc1,3
CN(C)c1ccc(C2C(C#N)=C(N)OC3=C2C(=O)CC(C)(C)C3)cc1 (configuration not stated),1
Cc1ccc(NC(=O)COc2cccc(C)c2C)c(Br)c1,13
Cc1cc(OCC(=O)Nc2c(C)ccc3nsnc23)cc(C)c1Cl,0
Cc1c(OCC(=O)N(C)C)ccc2c3c(c(=O)oc12)CCCC3,4
CCC1=NN2C(=N)/C(=C/c3cn(Cc4ccc(F)cc4)c4ccccc34)C(=O)N=C2S1,3
CN1C(=O)NC(=O)/C(=C\c2ccc(Cl)cc2Cl)C1=O,5
CCC(OC(=O)/C=C/c1ccco1)C(=O)Nc1ccc(S(N)(=O)=O)cc1 (configuration not stated),4
COc1ccc(N(C(=O)Nc2ccccc2[N+](=O)[O-])C(C)C2CC2)cc1 (configuration not stated),6
O=C(Nc1ccc(Br)cc1)C1CC(=O)N(c2ccccc2)C1 (configuration not stated),-4
Cc1ccc(N(CC(=O)NC2CCCC2)S(=O)(=O)c2ccc(F)cc2)cc1,5
O=C1C(=O)N(c2cccnc2)C(c2ccccc2Cl)/C1=C(\O)c1ccc(Cl)cc1 (configuration not stated),0
Cc1ccc(C)c(NC(=O)CN(c2ccc(C(C)C)cc2)S(=O)(=O)c2ccccc2)c1,8
S=C(NCc1ccccc1)Nc1ccc(Cl)cc1,-7
O=C(Nc1ccc(-c2nc3ccccc3s2)cc1)c1cc2ccccc2o1,8
CCc1ccc(OCC(=O)Nc2ccccc2C(F)(F)F)cc1,0
C=C(C)CSc1nnc2n(-c3ccc(OC)cc3)c(=O)c3c4c(sc3n12)COC(C)(C)C4,7
Cc1[nH]c2c(Cl)cccc2c(=O)c1CN1CCCC1,-3
COc1ccc(NS(=O)(=O)c2cccs2)c(OC)c1,12
C/C(=N\Nc1nc(-c2ccccc2)nc(C)c1C)c1ccc(Br)cc1,18
Cc1ccc(S(=O)(=O)N/N=C/C=C/c2ccc(N(C)C)cc2)cc1[N+](=O)[O-],3
CC(C)=CC1C=C(C)C(C)C(C(=O)O)C1C(=O)O (configuration not stated),-7
O=C(NCCCN1CCOCC1)C(=O)Nc1ccc(I)cc1,1
COc1ccc(OC)c(C2/C(=C(\O)c3ccccc3)C(=O)C(=O)N2Cc2cccnc2)c1 (configuration not stated),11
Cc1ccc(NC(=O)C(C)N2C(=O)c3ccccc3C2=O)c([N+](=O)[O-])c1 (configuration not stated),9
COC(=O)C1=CNC=C(C(=O)OC)C1c1cc2c(cc1Cl)OCO2,0
COc1ccc(NC(=O)C(=O)NCc2ccncc2)cc1Cl,1
COc1cc(C(=O)N2CCN(C)CC2)c([N+](=O)[O-])cc1OC,8
CN(C)c1ccc(/C=C(\NC(=O)c2ccc([N+](=O)[O-])cc2)C(=O)NN)cc1,-4
O=C(Nc1ccncc1)c1cc(Cl)ccc1Cl,-3

# Part of the list above, reformatted.
Cc1c(NC(=O)c2cccc3c2C(=O)c2cc(I)ccc2-3)c(=O)n(-c2ccccc2)n1C
  ER stress surv: 13

O=C(NOC(=O)c1ccc(Br)cc1)c1ccc(Cl)cc1
  ER stress surv: 10

# More records
SMILES,ER stress surv
CCOc1nc(-c2ccccc2)cc(-c2ccc(Br)cc2)n1,2
CC(=O)c1cccc(NC(=O)c2ccc3c(c2)OCO3)c1,8
CC1(C2CC2)NN=C(c2ccccc2)S1 (configuration not stated),-4
CCOC(=O)c1c(N)sc(C(=O)Nc2ccc(C)cc2C)c1C,-3
COc1ccc(C(CC(=O)c2ccc(C)cc2)Nc2ccc(Br)cc2)cc1 (configuration not stated),10
O=C(Nc1ccc2c(c1)Cc1ccccc1-2)c1ccncc1,0
CCC(C(=O)N1CCN(Cc2ccccc2)CC1)c1ccccc1 (configuration not stated),-2
CC(=O)c1cc(C(=O)CC(=O)Nc2cccc([N+](=O)[O-])c2)sc1Nc1ccccc1,6
COc1ccc(CC(=O)Nc2sc3c(c2C(=O)Nc2ccccc2OC)CCCCC3)cc1,6
CCOc1ccc(N(CC(=O)Nc2ccccc2OCC)S(C)(=O)=O)cc1,2
Cc1cc(C)cc(N2C(=O)CC(Sc3ncn[nH]3)C2=O)c1 (configuration not stated),-7
S=c1oc(-c2ccncc2)nn1CN1CCOCC1,12
Cc1cc(C(F)(F)F)c(C#N)c(SCC#N)n1,5
COC(=O)c1ccc(/C=C2/SC(=O)N(CNc3ccc(Br)cc3C)C2=O)cc1,10
O=C1NC(=Nc2ccc(O)cc2)CS1,9
CC(c1nc2ccccc2n1C)C(O)(c1ccccc1)c1ccccc1 (configuration not stated),16
COc1cc(/C=C2\C=C(c3ccc(C)cc3)OC2=O)ccc1OC(C)=O,6
O=C1NC2(CCCCC2)Cc2ccccc21,17
Nn1c(SCC(=O)O)nnc1-c1ccc(Br)cc1,10
CC(=O)c1c(C)oc2ccc(NS(=O)(=O)c3cccc([N+](=O)[O-])c3)cc12,-1
Cc1cc(N2CCN(c3ccccc3)CC2)nc(-c2ccc(Br)cc2)n1,14
CC1(C)CC(=O)C2=C(C1)OC1=C(C(=O)CC(C)(C)C1)C2c1cc2c(cc1Cl)OCO2,12
O=C(Nc1ccc(Br)cc1)c1nc[nH]c1C(=O)O,7
CC(=O)NC1=NC(=O)/C(=C/c2cc(C)n(-c3ccc(C(=O)O)cc3)c2C)S1,8
CC1CCN(C(=O)Nc2cccc(Cl)c2)CC1,14
COC(=S)N/C(=N/S(=O)(=O)c1ccc(Br)cc1)c1ccccc1,9
COc1cc(C(=S)N2CCOCC2)ccc1OS(=O)(=O)c1ccc(C)cc1,11
COC(=O)c1cnn2c1NC(c1ccccc1)CC2C(F)(F)F (configuration not stated),-7
O=C(/C=C/c1ccc(Cl)cc1)Nc1ccc(NC(=O)c2ccccc2)cc1,6
COc1cc(NC(=O)c2ccc(Cl)cc2Cl)ccc1NC(=O)c1cc2ccccc2o1,5
CCN(CC)c1ccc(N2C(=O)/C(=C\c3ccco3)SC2=S)cc1,-3
CCN(CC)CCCCCOc1cc(C)cc(C)c1C,-24
CCN(CC)c1ccc(/C=N/c2nc(-c3ccccc3)c(C)s2)cc1,0
CSc1nnc2c(n1)OC(c1ccc(C)cc1)Nc1ccccc1-2 (configuration not stated),8
O=C(Nc1ccc(Cc2ccncc2)cc1)c1ccc2ccccc2n1,-1
COc1ccc(-n2nc3cc(C)c(NC(=O)c4ccc(OC)c(OC)c4)cc3n2)cc1,11
Cc1[nH]n(-c2ccccc2)c(=O)c1/C=N/N1C(=O)c2ccccc2C1=O,12
CCOC(=O)c1ccccc1NC(=O)c1cccc(N(C)C)c1,15
COc1cc(NS(=O)(=O)c2ccccc2)c2ncccc2c1,-1
CCOc1ccc(NC(=O)CSc2ccccn2)cc1,6
Cc1cccc(OCCOc2ccc(/C=N/N3C(=O)CSC3=S)cc2)c1,-2
Cc1cccc(CC2S/C(=N\N=C\c3ccc(O)cc3)NC2=O)c1 (configuration not stated),-14
COC(=O)c1ccc(NC(=O)c2ccc3nccnc3c2)cc1,6
CC(=O)Nc1ccc(S(=O)(=O)Nc2ccc(C)c(Br)c2)cc1,4
COc1ccc(-c2nnc(SCC(=O)Nc3ccc(C)cc3Br)o2)cc1,0
O=C(Nc1ccc2c(c1)OCCO2)c1ccncc1,-1
CCOc1cc(C(=O)Nc2ccc(N3CCN(C(C)=O)CC3)cc2)cc(OCC)c1OCC,0
Oc1cccc(C=Nc2ccc(Cl)c(Cl)c2)c1,3
O=C1CC(N(Cc2ccc3c(c2)OCO3)C(=O)c2ccc(Cl)cc2)C(=O)N1c1ccc(F)cc1 (configuration not stated),-2

# High-throughput results from PubChem BioAssay.
